# hIAP activ: increases human intestinal alkaline phosphatase activity; purified human IAP, CDP-Star luminescence, 30 min; active compounds read high; 1 = vehicle-only enzyme, 0 = enzyme-free background; activation factor at 10 µM; hit rate 0.16% among 330,000; AID 2524;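 active = activation factor of the enzyme at least 2-fold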; note: the source names both 10 and 20 µM as test concentration; values of inactives mirror those of a sister screen read the other way
# Target sequence (P09923 whole entry, looked up): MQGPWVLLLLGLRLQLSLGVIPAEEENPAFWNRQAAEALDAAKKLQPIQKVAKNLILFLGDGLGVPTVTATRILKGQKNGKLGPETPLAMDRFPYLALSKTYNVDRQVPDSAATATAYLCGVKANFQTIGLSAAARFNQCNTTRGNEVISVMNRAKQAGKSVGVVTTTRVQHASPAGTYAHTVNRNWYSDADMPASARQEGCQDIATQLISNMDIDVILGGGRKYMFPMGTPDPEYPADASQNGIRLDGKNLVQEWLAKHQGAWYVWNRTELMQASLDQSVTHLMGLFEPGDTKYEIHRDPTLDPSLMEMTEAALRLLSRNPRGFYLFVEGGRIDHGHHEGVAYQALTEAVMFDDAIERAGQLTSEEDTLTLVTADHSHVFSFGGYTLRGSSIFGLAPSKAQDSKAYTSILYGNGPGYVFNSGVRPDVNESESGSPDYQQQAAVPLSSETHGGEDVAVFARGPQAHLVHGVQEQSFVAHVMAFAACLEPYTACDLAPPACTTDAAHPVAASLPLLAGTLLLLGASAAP
# HKDC1 inhibitor: inhibitors of human hexokinase HKDC1; Q2TB90; recombinant HKDC1, G6PDH/diaphorase resazurin coupled fluorescence; inhibition, % at 20 µM; hit rate 0.16% among 340,000; AID 493160;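 active = inhibition above about 35% when tested at 20 µM, limit read from the data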;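 note: plate controls were DMSO wells with enzyme for no effect and DMSO wells lacking enzyme for full effect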
#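 Assay system – recombinant HKDC1 (HK5) hexokinase enzyme, produced in-house · Input – HKDC1 at 5 µg/mL · Reagent – glucose plus 1 mM ATP as hexokinase substrates · Timing – 90 min reaction incubation at room temperature, dark · Measured by – G6PDH/diaphorase-coupled fluorescence, 1 mM NADP, 100 µM resazurin, 525/613 nm · Benchmarks – DMSO-enzyme wells negative, buffer-substituted wells positive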
# mIAP block: blocks mouse intestinal alkaline phosphatase; purified mouse IAP, CDP-Star luminescence, 30 min; inhibition, % at 10 µM; hit rate 0.2% among 330,000; AID 2806;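 active = inhibition of at least 40% at 10 µM in the primary screen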;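 note: plate controls were DMSO with enzyme for no effect and no enzyme wells for full effect; values of inactives mirror those of a sister screen read the other way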
# PfG6PD inh: PfG6PD (Plasmodium falciparum) enzyme inhibition; inhibition, % at 20 µM; AID 504690; hit rate 0.78% among 350,000; PfGluPho enzyme, NADPH resazurin-diaphorase fluorescence;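 active = inhibition reaching at least a set limit at 20 µM in the primary screen, cut at about 59% in these data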;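 note: 0% = DMSO wells with substrate and 100% = DMSO wells lacking glucose-6-phosphate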
# A3A deaminase: inhibitors of human APOBEC3A DNA deaminase; AID 493011; P31941; recombinant A3A, FAM/TAMRA ssDNA deamination fluorescence; hit rate 0.41% among 330,000; inhibition, % at 20 µM;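 active = at least 40% inhibition at 20 µM here, with at most 30% in a related deaminase screen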;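 note: plate controls were A3A with DMSO for no effect and wells lacking A3A enzyme for full effect; some results filed as inactive read as strong as hits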
# Target sequence (P31941 whole entry, looked up): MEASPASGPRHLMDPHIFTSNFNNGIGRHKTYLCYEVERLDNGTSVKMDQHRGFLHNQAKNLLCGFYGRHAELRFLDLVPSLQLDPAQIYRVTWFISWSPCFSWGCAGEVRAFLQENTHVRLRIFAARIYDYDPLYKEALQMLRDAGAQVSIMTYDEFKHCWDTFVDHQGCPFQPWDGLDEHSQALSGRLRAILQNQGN
# hIAP block: blocks human intestinal alkaline phosphatase; hit rate 0.12% among 330,000; AID 2544; purified IAP, CDP-Star luminescence, 30 min; inhibition, % at 10 µM; P09923;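 active = inhibition reaching a set limit with compound at 10 µM in the primary screen, cut at about 35% in these data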;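 note: plate controls were DMSO wells with enzyme for no effect and no-enzyme buffer wells for full effect; values of inactives mirror those of a sister screen read the other way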
# ATG4B inhibitor: blocks human ATG4B protease cleavage of LC3 substrate; ATG4B cleavage of LC3-PLA2, NBD-HPC fluorescence, 1 h; inhibition, % at 8.33 µM; hit rate 0.51% among 340,000; AID 504462; in the data active = inhibition above about 40%
# mIAP act: mouse IAP activation; muIAP, CDP-Star luminescence, 30 min; active compounds read high; 1 = vehicle-only enzyme signal, 0 = enzyme-free wells; activation factor at 10 µM; hit rate 0.24% among 330,000; AID 2805;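 active = activation factor of at least 2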; note: the source names both 10 and 20 µM as test concentration; values of inactives mirror those of a sister screen read the other way
#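 also added = chemiluminescent substrate CDP-Star | test system = mouse IAP enzyme | signal = chemiluminescence readout | compound = DMSO-dissolved test compounds | incubation = 30 min at room temperature | benchmarks = DMSO wells, no-enzyme wells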
# * = called active by the depositor.
SMILES,hIAP activ,HKDC1 inhibitor,mIAP block,PfG6PD inh,A3A deaminase,hIAP block,ATG4B inhibitor,mIAP act
COc1cc(C(=O)N/N=C\c2ccccc2)c([N+](=O)[O-])c(OC)c1OC,0.91,3,0,12,-2,9,-14,1
C=CCOC(=O)C1=C[C@@H](c2ccc(C(F)(F)F)cc2)C[C@@H](OCc2ccc(CO)cc2)O1,1.1,10,4,14,-1,-10,-9,0.96
C=CCc1cc(OC)ccc1OCCON1C(=O)CCC1=O,1.2,-2,0,-7,-1,-21,-8,1
Cc1ccccc1S(=O)(=O)Nc1cccnc1,0.93,-1,-6,-21,-3,8,1,1.1
CC(=O)N1c2ccc(S(=O)(=O)N(C)c3cc(C)ccc3C)cc2CC1C (stereo not given),0.97,-3,-4,-12,2,3,5,1
O=[N+]([O-])c1cccc(/C=N/Nc2cc(N3CCOCC3)ncn2)c1,0.91,-9,-2,19,19,9,-4,1
Cc1ccc(C(=O)/C=C/c2ccc(F)cc2)o1,0.95,9,-4,11,-4,5,-2,1
CCc1nnc(NC(=O)Cc2ccc(Br)cc2)s1,0.89,-4,1,-6,-1,11,1,0.99
CCc1nnc(NC(=O)C2CCC(CNc3c(N4CCCCC4)c(=O)c3=O)CC2)s1 (stereo not given),1.1,3,-1,-12,0,-14,12,1
Cc1cc(Nc2ccccc2)nc(NCc2ccccc2)n1,1.1,-2,-12,26,1,-7,6,1.1
COc1ccc(S(=O)(=O)NC(C)C(=O)Nc2ccc3c(c2)OCO3)cc1OC (stereo not given),0.86,-3,4,6,-2,14,-5,0.96
COCCNC(=O)C1Cc2c(ccc3ccccc23)O1 (stereo not given),1.2,-5,-5,13,1,-24,-2,1.1
CC1CC(C)CN(C2CCCCC2NS(=O)(=O)c2ccc(Cl)cc2)C1 (stereo not given),0.94,0,-3,-1,-2,6,5,1
CS(=O)(=O)c1ccc2nc(N)sc2c1,1.1,3,2,4,-2,-12,-16,0.98
CC(Sc1nnc(-c2ccco2)n1C)C(=O)Nc1nccs1 (stereo not given),0.94,-13,3,-2,-1,6,-6,0.97
CC(=O)Nc1ccc(OCc2cnc(Cl)s2)cc1,1,-7,2,-6,-2,0,-5,0.97
Cn1c(=O)c2c(nc(NCCCN3CCOCC3)n2Cc2cccc(Cl)c2)n(C)c1=O,1.5,0,-8,-5,-4,-49,0,1.1
Cc1ccccc1NC(=O)CSc1nnc(Cc2ccccc2)c(=O)n1N,1.1,-3,-6,-15,-2,-10,0,1.1
CN(C)C(/C=C/Nc1ccccc1F)=C(C#N)C#N,1,-5,-10,10,7,-3,-8,1.1
O=C(Nc1ccc(Br)cc1)C(c1ccccc1)c1ccccc1,0.97,-3,1,3,-4,3,-4,0.99
O=C1c2ccccc2CN1CCNS(=O)(=O)c1ccc(Cl)cc1,0.9,-3,-9,-1,-8,10,-4,1.1
CC(=O)Nc1ccc(S(=O)(=O)N2CCC(c3nnc(-c4ccc(C)cc4)o3)CC2)cc1,1.1,3,-12,53,-6,-6,-17,1.1
CC1CCCN(C(=O)CCNC(=O)c2ccccc2Cl)C1 (stereo not given),0.76,-3,-1,-8,-1,24,-5,1
CO/N=C/CC(=O)c1ccc(OC)cc1,1.2,-9,1,7,1,-24,-11,0.99
O=C(CN1C(=O)NC2(CCCC2)C1=O)N1CCN(S(=O)(=O)c2ccccc2)CC1,1.2,1,-5,-17,-2,-20,7,1
O=C(c1cc2ccccn2n1)N1CCN(Cc2ccccc2)CC1,1,-2,-4,-10,0,0,2,1
COc1ccccc1C(=O)COC(=O)COc1cccc2c1OC(C)(C)C2,1.1,-4,0,11,0,-8,17,1
Cc1ccc(C)c(S(=O)(=O)N2CCCOC2CNC(=O)C(=O)NCCC2=CCCCC2)c1 (stereo not given),1.1,-8,-3,2,-5,-11,-16,1
COc1cccc(NC(=O)Nc2nnc(Cc3ccc(F)cc3)s2)c1,1.1,5,8,-20,-2,-14,1,0.92
CCCCn1nc(C(=O)N(CC)CC(=O)Nc2c(F)cccc2F)c2ccccc2c1=O,0.93,-1,1,-6,-3,7,1,0.99
O=C(CCCN1C(=O)c2ccccc2C1=O)N1CCOCC1,0.96,5,2,-1,-6,4,0,0.98
CCOC(=O)c1c(NC(=O)CSc2nnc(C)s2)sc2c1CCCCC2,1.1,4,3,-5,1,-12,-1,0.97
Cc1occc1C(=O)NNC(=S)Nc1ccccc1,1.4,-8,4,-8,-3,-39,0,0.96
O=C(COc1ccccc1)N/N=C/c1ccc([N+](=O)[O-])o1,0.97,4,26,14,1,3,1,0.74
Cc1cc(C(=O)CSc2nnc(-c3ccccc3)o2)c(C)n1CC1COc2ccccc2O1 (stereo not given),1,1,9,-8,-2,-4,-9,0.91
O=C1CC(C(F)(F)C(F)(F)C(F)(F)C(F)(F)F)=Nc2ccccc2N1,1.4,-1,-10,6,-2,-38,18,1.1

# Quoted from the listing (four entries):
SMILES,hIAP activ,HKDC1 inhibitor,mIAP block,PfG6PD inh,A3A deaminase,hIAP block,ATG4B inhibitor,mIAP act
O=C(CN1C(=O)NC2(CCCC2)C1=O)N1CCN(S(=O)(=O)c2ccccc2)CC1,1.2,1,-5,-17,-2,-20,7,1
O=C(c1cc2ccccn2n1)N1CCN(Cc2ccccc2)CC1,1,-2,-4,-10,0,0,2,1
COc1ccccc1C(=O)COC(=O)COc1cccc2c1OC(C)(C)C2,1.1,-4,0,11,0,-8,17,1
Cc1ccc(C)c(S(=O)(=O)N2CCCOC2CNC(=O)C(=O)NCCC2=CCCCC2)c1 (stereo not given),1.1,-8,-3,2,-5,-11,-16,1

# Next part.
SMILES,hIAP activ,HKDC1 inhibitor,mIAP block,PfG6PD inh,A3A deaminase,hIAP block,ATG4B inhibitor,mIAP act
CCc1ccc(CCC(=O)Nc2nnc(CC)s2)o1,0.96,-3,-4,-8,-7,4,-5,1
O=C(COC(=O)COc1ccc(Cl)cc1)NC1CCS(=O)(=O)C1 (stereo not given),0.91,-2,8,-12,0,9,-1,0.92
Cc1cccc2c1-c1sc(C(=O)Nc3nccs3)cc1CO2,1,-2,-6,-8,-4,-2,-8,1.1
CCOc1ccc(C(=O)NCCC(=O)NCCCC(=O)O)cc1,1.1,-11,-9,-6,0,-5,-2,1.1
CN(C)CCOC1c2ccccc2CSc2ccccc21 (stereo not given),1.3,-4,2,-2,-2,-26,-5,0.98
O=C(CN1C(=O)NC2(CCCC2)C1=O)c1ccc(Cl)s1,1.1,-2,6,18,1,-11,1,0.94
Cc1nn(CC(=O)N/N=C/c2ccc3c(c2)OCO3)c(C)c1Br,1.1,-8,5,4,-1,-14,-1,0.95
O=C(CSc1nc2ccccc2[nH]1)NCCN1CCCCC1,0.91,-10,-3,-4,-1,9,-13,1
CC(C)Cc1nc(SCC(=O)Nc2ccc(S(N)(=O)=O)cc2)n[nH]1,0.97,4,-2,-3,5,2,-3,1
CC(=O)N1CCN(c2ccc(NC(=O)c3ccc(C)cc3)cc2)CC1,0.81,1,8,7,4,19,-13,0.92
COC(=O)c1c(C(=O)OC)c(-c2cccc(C)c2)n2c1CS(=O)C2 (stereo not given),1.2,-6,-1,5,2,-21,4,1
O=C(Nc1ccc(C(F)(F)F)cc1)c1cc(-c2cccnc2)nc2ccc(Br)cc12,0.89,-3,6,-4,2,11,-1,0.94
CNc1ccc(C(O)(C(F)(F)F)C(F)(F)F)cc1C(O)(C(F)(F)F)C(F)(F)F,0.86,0,3,0,9,14,-2,0.97
CCOC(=O)Cn1c(-c2ccccc2)ccc(C#N)c1=O,0.95,14,4,16,-3,5,-9,0.96
CCOC(=O)c1ccc2[nH]c3c(c2c1)CCCC3O (stereo not given),1.1,-4,-18,14,-5,-8,-13,1.2
Cc1cc(C)n(-c2nc3ccccc3nc2N2CCN(S(=O)(=O)c3ccc4ccccc4c3)CC2)n1,0.89,-7,5,11,2,11,13,0.95
CC1CCCN(C(=O)COC(=O)COc2ccc(Cl)cc2)C1 (stereo not given),1.1,-6,-2,1,-2,-8,-6,1
CCCC(=O)Nc1ccccc1NC(C)=O,0.98,-1,-4,-25,0,2,-5,1
CCC(=O)Nc1cc(C(F)(F)F)ccc1N1CCOCC1,0.82,0,4,-2,-2,18,3,0.96
Cc1ccc(Nc2nnc(SCC(=O)Nc3cccnc3Cl)s2)cc1C,1,-4,-1,35,4,-3,-5,1
CCOc1cc(N2CCOCC2)c(OCC)cc1NS(=O)(=O)c1ccc(Cl)s1,0.93,12,13,12,60*,7,-1,0.87
CCOC(=O)c1ccc(NC(=O)CC2SC3=NCCN3C2=O)cc1 (stereo not given),1,2,-3,11,3,0,-3,1
CN(C)CCCNC(=O)c1cc(C(=O)c2ccccc2)c[nH]1,1,-1,2,-5,1,-2,-2,0.98
Cc1ccccc1CC1(CO)CCCN(C(=O)Cc2c(F)ccc(F)c2F)C1 (stereo not given),0.89,2,1,-4,-4,11,4,0.99
C=CCn1c(NCc2c[nH]c3ccccc23)nc2ccccc21,0.84,-8,1,-7,-18,16,-1,0.99
CCOc1ccc(NC(=O)c2c(OC)cccc2OC)cc1,0.95,-8,-14,23,-6,5,4,1.1
COc1cccc(CN(C)C(=O)CNC(=O)c2ccc(-c3ccccc3)cc2)c1OC,1,-1,1,15,2,0,-6,0.99
Cc1ccc(NC(=O)Nc2ccccc2CC[N+](=O)[O-])cc1,0.9,1,-3,-8,-4,10,31,1
Cc1ccc(CC(=O)Nc2nncs2)cc1,1.1,-1,-9,-3,2,-6,2,1.1
O=S(=O)(Cc1nc2ccccc2s1)c1ccccc1,0.95,1,-9,-6,-3,5,-3,1.1
O=C(COc1cc2oc(=O)c3c(c2cc1Cl)CCC3)NCc1ccncc1,1.2,8,-3,5,-6,-21,2,1
COc1ccc(C2=NN(CN3C(=O)C(=O)c4ccccc43)C(c3ccc(C)cc3)C2)cc1 (stereo not given),0.92,8,8,3,0,8,-8,0.92
CCN(CC(=O)N1CCOCC1)S(=O)(=O)c1ccc2ccccc2c1,1.1,0,16,-3,-4,-11,-3,0.84
CCn1cc(CCCC(=O)NCc2ccccc2OC)c2ccccc21,1.2,-4,-6,-7,-3,-16,13,1.1
O=C(NCc1ccco1)c1cc2sccc2n1Cc1ccc(F)cc1,1,-1,9,24,0,-4,1,0.91
CCCCC1C2=C(CC(C)(C)CC2=O)OC2=C1C(=O)CC(C)(C)C2,1,-5,8,2,2,-3,3,0.92

# Overlap with the part before: 2 entries, then new ones.
SMILES,hIAP activ,HKDC1 inhibitor,mIAP block,PfG6PD inh,A3A deaminase,hIAP block,ATG4B inhibitor,mIAP act
O=C(NCc1ccco1)c1cc2sccc2n1Cc1ccc(F)cc1,1,-1,9,24,0,-4,1,0.91
CCCCC1C2=C(CC(C)(C)CC2=O)OC2=C1C(=O)CC(C)(C)C2,1,-5,8,2,2,-3,3,0.92
Cc1ccnc(NC(=O)CCC(=O)N(CC(=O)NC(C)(C)C)C2CCCC2)c1,0.91,-4,1,-2,-4,9,-10,0.99
COc1cccc(/C=C(\C#N)c2nc3ccc(C)cc3[nH]2)c1OCC(=O)O,0.89,0,-6,14,-6,11,1,1.1
O=C(c1ccccc1)N(Cc1ccc2c(c1)OCO2)Cc1nc2ccccc2c(=O)[nH]1,1,-1,0,1,-1,-3,-17,1
CCN(CC)S(=O)(=O)c1ccc2oc(C(=O)NCC3COc4ccccc4O3)c(C)c2c1 (stereo not given),0.77,4,6,18,2,24,-15,0.94
CCOC(=O)C1=C(c2ccccc2)NC(=S)NC1c1ccc(Cl)cc1 (stereo not given),1,-1,0,42,-4,-4,15,1

# Screening results (PubChem)
